Diaphorase act: diaphorase activation or chemical reduction counter-screen. Diaphorase/resazurin coupled assay, resorufin fluorescence, 16 min; hits give high values; 1 = vehicle wells, 0 = NADH-free wells. activation factor at 20 µM. actives 0.005% (n = 190,000);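 active = diaphorase activity raised at least twofold by the compound at 20 µM; inactive = activation factor below 2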
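Assay system: Purified diaphorase enzyme from Clostridium kluyveri | Amount: Enzyme 0.07 U/mL final | Dosing: Compound 20 µM once, DMSO 1% | Timing: 16 min reaction at room temperature | Detection: Fluorescence, excitation 544 nm and emission 590 nm | Evaluation: Higher resorufin formation from activation or reduction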
TNAP inh no acc: TNAP (human) inhibition, acceptor-free conditions; inhibition, % at 20 µM; AID 1012; actives 0.26% (n = 200,000); purified TNAP, CDP-star luminescence, 30 min; P05186;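 active = tissue-nonspecific alkaline phosphatase inhibition above about 50% at 20 µM in the single-dose screen, limit read from the data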;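 also: 0% = DMSO negative control and 100% = EDTA positive control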
Target sequence (P05186 whole entry, looked up): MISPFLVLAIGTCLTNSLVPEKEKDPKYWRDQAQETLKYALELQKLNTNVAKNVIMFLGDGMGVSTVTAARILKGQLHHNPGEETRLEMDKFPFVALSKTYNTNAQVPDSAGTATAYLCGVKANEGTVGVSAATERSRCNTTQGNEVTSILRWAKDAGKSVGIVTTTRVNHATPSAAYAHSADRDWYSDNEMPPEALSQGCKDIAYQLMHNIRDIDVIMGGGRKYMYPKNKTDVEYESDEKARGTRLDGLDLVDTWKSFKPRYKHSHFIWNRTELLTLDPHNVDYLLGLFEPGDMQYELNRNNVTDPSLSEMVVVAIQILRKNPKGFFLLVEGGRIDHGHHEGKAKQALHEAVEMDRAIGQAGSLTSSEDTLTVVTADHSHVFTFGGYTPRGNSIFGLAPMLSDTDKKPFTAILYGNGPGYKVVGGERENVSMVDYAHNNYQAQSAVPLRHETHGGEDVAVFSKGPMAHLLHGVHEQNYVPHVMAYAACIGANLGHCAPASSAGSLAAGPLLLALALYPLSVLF
PMI act satM6P: increases human PMI activity with near-saturating mannose 6-phosphate. actives 0.34% (n = 190,000). activation factor at 20 µM. coupled PMI enzyme assay, resazurin fluorescence, 20 min; hits give high values; 1 = untreated enzyme, 0 = substrate-free blank. AID 1216;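 active = activation factor of 2 or more at 20 µM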
Target sequence (P34949 whole entry, looked up): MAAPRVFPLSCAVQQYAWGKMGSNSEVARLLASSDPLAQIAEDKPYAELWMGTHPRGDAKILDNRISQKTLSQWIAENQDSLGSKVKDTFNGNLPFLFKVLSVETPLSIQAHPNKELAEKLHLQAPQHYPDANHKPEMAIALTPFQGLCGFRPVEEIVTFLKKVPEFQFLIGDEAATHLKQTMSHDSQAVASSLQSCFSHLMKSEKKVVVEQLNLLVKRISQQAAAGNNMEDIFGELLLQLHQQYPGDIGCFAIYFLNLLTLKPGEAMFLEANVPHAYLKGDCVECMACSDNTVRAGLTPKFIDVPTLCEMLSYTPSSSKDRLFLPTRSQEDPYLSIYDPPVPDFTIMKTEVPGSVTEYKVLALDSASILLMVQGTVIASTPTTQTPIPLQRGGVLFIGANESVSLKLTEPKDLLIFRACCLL
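assay system = human phosphomannose isomerase with PGI, G6PDH, diaphorase coupling enzymes | quantity = 15 ng/mL PMI | incubation = enzyme reaction with compound 20 min at room temperature | medium = HEPES pH 7.4 buffer with MgCl2 and Tween-20 | compound dosing = one concentration, 20 µM, in 1% DMSO | measured by = Diaphorase-driven resazurin-to-resorufin fluorescence, excitation 544, emission 590 nm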
TNAP act hi DEA: activators of human TNAP at high phosphate acceptor concentration. P05186. purified TNAP, CDP-star luminescence, 1 M DEA, 30 min; hits give high values; 0 = EDTA background, 1 = DMSO-only activity. activation factor at 20 µM. 200,000 tested, under 10 active;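 active = activation factor at least 2 at 20 µM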
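Control set: EDTA negative control, DMSO positive control / Assay system: human TNAP / Quantity: TNAP 1/800 final / Evaluation: TNAP activation factor scaled between EDTA and DMSO control wells / Measured by: luminescent substrate turnover signal / Compound dosing: one dose, 20 µM / Times: 30 min enzyme reaction at room temperature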
bIAP activator: intestinal alkaline phosphatase (bovine) activation; purified bovine IAP, CDP-star luminescence, 30 min; hits give high values; fold of DMSO-control signal, blank-subtracted; activation factor at 20 µM; actives 0.17% (n = 200,000); AID 1016;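 active = activation factor of 2 or more at 20 µM, a signal rise over negative controls twice the positive control's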
L major viab: Leishmania major promastigote growth inhibition; AID 1063; inhibition, % at 10 µM; actives 9% (n = 200,000); Leishmania major promastigotes, resazurin fluorescence viability; in the data active = inhibition above about 50%;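 also: promastigotes grown with compound for 44 hours at 28 °C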
TNAP inh hi DEA: TNAP (human) inhibition, high acceptor; AID 1135; P05186; inhibition, % at 20 µM; actives 0.03% (n = 200,000); purified TNAP, CDP-star luminescence, 1 M DEA;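 active = over 50% inhibition of tissue-nonspecific alkaline phosphatase at 20 µM in the single-dose screen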;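 also: plate controls were DMSO wells for no effect and EDTA-quenched wells as full inhibition for full effect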
Diaph inh CS: diaphorase inhibition or chemical oxidation counter-screen. diaphorase resazurin-to-resorufin fluorescence, NADH, 16 min; bacterial (C. kluyveri) enzyme, not human. inhibition, % at 20 µM. actives 0.69% (n = 190,000). AID 1217;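 active = primary screen inhibition at 20 µM above a set limit, cut at about 50% in these data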;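 also: plate controls were DMSO with full reaction for no effect and wells lacking NADH for full effect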
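System: Bacterial diaphorase enzyme (C. kluyveri) | Incubation: 16-min room-temperature incubation before reading | Benchmarks: No-NADH positive control and DMSO neutral control | Measured by: Resorufin fluorescence 544/590 nm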
bIAP inhibitor: blocks bovine intestinal alkaline phosphatase activity; purified bovine IAP, CDP-star luminescence, 30 min; inhibition, % at 20 µM; 190,000 tested, under 10 active; AID 1019;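 active = over 50% inhibition of intestinal alkaline phosphatase at 20 µM in the single-dose screen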
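Assay system: bovine IAP enzyme; medium: DEA buffer 100 mM, pH 9.8, with MgCl2 1.0 mM, ZnCl2 0.02 mM; doses: 20 µM single dose; incubation: enzyme reaction for 30 min at room temperature; detection: CDP-star luminescence signal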
PMI activator: activators of human phosphomannose isomerase. purified human PMI, coupled resazurin fluorescence, 20 min; hits give high values; 1 = vehicle control, 0 substrate-free wells. activation factor at 20 µM. P34949. AID 1214. actives 0.005% (n = 190,000);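 active = activation factor of 2 or more at 20 µM, relative to plate controls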
* hit, by the source's call. The order is random, and some 10% of all compounds hit somewhere here.

compound	Diaphorase act	TNAP inh no acc	PMI act satM6P	TNAP act hi DEA	bIAP activator	L major viab	TNAP inh hi DEA	Diaph inh CS	bIAP inhibitor	PMI activator
CC(=O)c1cc(-c2ccccc2)n(CCC(=O)NC2CCCCCC2)c1C	0.9	-7.4	0.9	1.1	0.6	2.3	-6.6	12.6	35.5	1
CNC(=O)c1ccc(-c2ccccc2)s1	0.9	-11.4	1	1	0.9	-2.0	-0.5	14.4	10.8	1
COc1ccc(NC(=S)NCc2cccn2C)cc1	1.1	-8.6	1.3	1.1	1	-9.6	-5.7	-7.1	-2.9	1.3
O=[N+]([O-])c1cc(Cl)ccc1Oc1ccc(-c2nnco2)cc1	0.9	-5.1	1.1	1	0.9	4.8	0.4	10.2	10.0	1
O=C(CSc1nnnn1C1CCCC1)NCc1cccs1	0.8	-6.5	1	1	0.9	-8.2	-3.8	18.1	6.8	0.9
CCc1nnc(NC(=O)[C@@H](NC(=O)c2ccc(OC)cc2)C(C)C)s1	1	-11.2	1	1	1.2	-1.2	-3.4	-2.2	-16.2	1.1
O=C1C/C(=C\c2c(F)cccc2Cl)N2CCC1CC2	1.1	0.5	1.1	1	1.1	0.3	-2.7	-6.4	-9.3	1.1
Cc1ccc(-n2nc3c(c2NC(=O)c2ccc4c(c2)OCO4)CSC3)cc1	1.1	-12.6	1.1	1	0.9	-7.4	-2.4	-9.8	5.1	1
COCCNC(=S)N(Cc1cccs1)Cc1cc2cccc(C)c2[nH]c1=O	0.9	-4.3	1	1	1	24.8	-2.7	9.7	0.0	1
Cc1ccc(C(=O)NC2CCc3ccccc3C2=O)cc1 (centres undefined)	0.9	0.5	0.7	1	1	-0.2	2.4	6.8	0.8	1
C/C(CC(=O)Nc1cccc(Cl)c1)=N\NC(=O)Cc1ccc(Cl)cc1	0.9	1.0	0.9	0.9	0.9	-1.7	13.0	9.1	10.0	1
CCCCn1c(N)c(N(CC)C(=O)c2cc(OC)cc(OC)c2)c(=O)[nH]c1=O	1.1	1.1	1.2	1	1	-4.4	-4.1	-11.3	-4.7	1.2
O=S(=O)(c1ccc(Cl)cc1)N1CCN(S(=O)(=O)N2CCCCCC2)CC1	1.2	-7.1	1	1.1	1.1	-4.3	-7.4	-22.0	-5.0	1.1
Cc1ccc(S(=O)(=O)c2cc(OC(=O)c3ccco3)ccc2OC(=O)c2ccco2)cc1	0.9	-16.0	1	1	0.8	-2.6	-2.9	14.5	20.0	0.9
CN(C)S(=O)(=O)N1CCN(c2ccc([N+](=O)[O-])c(NC3CC3)c2)CC1	0.9	3.6	0.9	0.9	1	-3.9	11.9	9.7	-3.2	0.9
N#CCn1nnc(-c2ccc3c(c2)OCO3)n1	0.9	-11.5	1	1.1	0.9	-5.1	-6.2	11.3	13.1	1.1
CCOC(=O)C1CCN(C2CC(=O)N(c3ccc(OCC)cc3)C2=O)CC1 (centres undefined)	1	-12.4	1.1	1	1	-1.9	-2.3	1.8	2.4	1
CCCCC(=O)NC(Nc1nc(C2CC2)cs1)(C(=O)OCC)C(F)(F)F (centres undefined)	0.9	-4.8	1.4	1	1	23.0	0.6	14.0	3.2	0.8
O=C(COC(=O)CNC(=O)c1cccs1)Nc1ccccc1C(F)(F)F	0.9	-11.3	0.9	1.1	1	-11.5	-5.2	13.5	-2.1	1
CCOc1cc(C=O)c(Br)cc1OC1CCCC1	1	-2.6	1	1	1	83.5*	-0.4	3.5	3.0	0.9
COC(=O)c1ccc(OCC(O)CN2C(=O)c3ccccc3S2(=O)=O)cc1 (centres undefined)	0.9	-2.4	0.9	1	1.1	-4.0	0.4	6.3	-6.1	0.9
N[C@@H](CO)c1nnc([C@H](Cc2ccc(O)cc2)NC(=O)C2CCNCC2)o1	0.8	-8.4	1	1.1	1.1	-7.2	-7.7	19.3	-7.2	1
COc1ccc(/C=N/NC(=O)C2COc3ccccc3O2)cc1OC (centres undefined)	0.8	-10.8	1	1	0.9	8.3	-4.8	15.2	6.1	0.9
O=C(Cn1cnc2c(nnn2-c2ccc(F)cc2)c1=O)NCc1ccco1	0.9	-4.3	1	0.9	1	-4.6	5.9	9.5	-3.7	1
COc1ccc(NC(=O)Cn2cc(C#N)c3ccccc32)cc1	1	-10.7	0.9	1.1	1	-0.5	-6.1	3.2	-0.5	0.9
NC(=O)N/N=C/c1ccc(N2CCOCC2)s1	0.8	6.7	0.9	1	1.1	59.7*	3.8	17.8	-6.0	0.9
O=C(CSc1ccc(C(F)(F)F)cc1[N+](=O)[O-])Nc1ccccc1	1.1	-8.5	1	1	1.1	0.7	-2.8	-7.9	-6.6	0.9
CCOC(=O)c1c(NC(=O)c2ccc(Br)o2)sc(C)c1CC	0.7	-20.9	0.9	1.1	0.9	16.2	-9.2	26.1	8.2	0.9
CS(=O)(=O)N1CCc2cc(-c3csc(NC(=O)C(c4ccccc4)c4ccccc4)n3)ccc21	1	-9.4	1.1	1.1	1	93.8*	-9.5	0.0	-0.9	1
Cc1ccc2[nH]c(-c3ccccc3)c(CN3CCN(C)CC3)c(=O)c2c1	0.9	-9.0	0.9	1	0.9	0.2	-2.5	14.1	13.8	0.8

Overlap with the part before: 2 compounds; new compounds follow.
compound	Diaphorase act	TNAP inh no acc	PMI act satM6P	TNAP act hi DEA	bIAP activator	L major viab	TNAP inh hi DEA	Diaph inh CS	bIAP inhibitor	PMI activator
CS(=O)(=O)N1CCc2cc(-c3csc(NC(=O)C(c4ccccc4)c4ccccc4)n3)ccc21	1	-9.4	1.1	1.1	1	93.8*	-9.5	0.0	-0.9	1
Cc1ccc2[nH]c(-c3ccccc3)c(CN3CCN(C)CC3)c(=O)c2c1	0.9	-9.0	0.9	1	0.9	0.2	-2.5	14.1	13.8	0.8
CCOc1cc(C(=O)Nc2cnccn2)cc(OCC)c1OCC	0.9	-1.2	1	1	1	8.1	-2.2	8.1	3.1	1
Cc1cc(CNC(=O)[C@H](C)[C@@H]2C[C@@]2(C)[C@@H](NC(=O)OCc2ccccc2)c2ccccc2)nn1C	0.8	-15.6	0.8	1.1	1	2.5	-6.7	18.9	0.5	0.9
COc1ccc(N2CCN(C(=O)CCNC(=O)c3ccccc3)CC2)cc1	1	-8.7	1	1.1	1	-2.5	-5.8	3.2	0.3	1
CCOc1ccc(OCC(=O)OCn2c(SC)nnc(C)c2=O)cc1	0.8	-6.3	0.8	1	1	2.4	4.6	18.2	2.0	0.8
CC(C)(C)C(=O)N1CCC(O)(CS(=O)(=O)Cc2ccccc2)CC1	0.9	-8.6	1	1.1	1.1	-10.3	-5.3	13.2	-7.4	1
CCOc1ncccc1C(=O)OCc1ccccc1	1	-8.6	1.1	1.1	1	-4.1	-5.5	-4.5	-0.9	1
O=C(CN1CCN(Cc2ccccc2Cl)CC1)N=Nc1c(O)[nH]c2ccccc12	0.8	-11.3	0.9	1	1	7.4	1.0	18.9	4.5	0.9
O=C(NCCc1c[nH]c2ccccc12)c1cc(S(=O)(=O)N2CCCCC2)ccc1N1CCOCC1	0.7	-5.4	0.8	1.1	1	64.6*	-5.8	27.8	4.9	0.8
COc1ccc(CCN(C)c2ccc(S(=O)(=O)N3CCCC3)cc2[N+](=O)[O-])cc1OC	0.7	16.6	0.9	0.9	0.8	12.2	7.0	25.2	16.6	0.8
O=C1c2ccccc2-c2nccnc21	0.9	-5.4	0.9	1	0.9	-8.6	-0.2	6.1	6.1	0.9
c1ccc(COC2CCCN(Cc3nc(-c4cnccn4)no3)C2)nc1 (centres undefined)	1.1	-6.7	1.1	1.1	1	-2.9	-6.1	-7.0	3.5	1.1
C=CCNC(=S)NNC(=O)c1cccn(Cc2ccc(Cl)cc2)c1=O	0.9	-13.5	1	1	1.2	-5.7	-4.0	5.5	-21.3	1.1
O=C(CCc1ccccc1)NC(=S)NCc1ccco1	0.8	-3.5	1	1	1	1.7	-4.1	15.7	2.9	0.9
O=C(C1CCCO1)N1CCN(C(=S)Nc2cccc(Cl)c2)CC1 (centres undefined)	1	-6.2	1	1	1	1.6	3.1	0.7	-0.3	0.8
N#CC1=C(N)Oc2c(O)cc3ccccc3c2C1c1ccsc1 (centres undefined)	0.9	-1.1	0.7	1	0.6	6.3	2.0	11.8	38.7	0.7
CN(C)/N=C/c1cc([N+](=O)[O-])ccc1O	0.9	11.3	0.9	0.9	1.1	-5.6	13.1	6.0	-11.5	1

A few values from the results shown.
`O=C(CN1CCN(Cc2ccccc2Cl)CC1)N=Nc1c(O)[nH]c2ccccc12` | TNAP act hi DEA: 1
`O=C1c2ccccc2-c2nccnc21` | TNAP inh no acc: -5.4
`COc1ccc(N2CCN(C(=O)CCNC(=O)c3ccccc3)CC2)cc1` | L major viab: -2.5
`CC(C)(C)C(=O)N1CCC(O)(CS(=O)(=O)Cc2ccccc2)CC1` | bIAP inhibitor: -7.4

Screening results as filed in PubChem BioAssay.
